# Glioma ERSR ind = ER stress response induction in glioma; U87-MG GRP78 promoter luciferase reporter, 16 h; Potency, µM, for the others: top-dose activation, actives largely listed as activators; 420,000 compounds, 0.02% hits; AID 602332; further: potency means the concentration at half of the fitted maximal effect; series mostly up to about 76 µM; % of control where 0% means no effect; nearly all actives have a fitted effect of over 35% in size
#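 Stably transfected U87-MG glioma cells carrying a GRP78-based luciferase sensor; 16 h compound incubation. Luminescence end-point read 10 min after Bright-Glo addition at room temperature.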
# Vif-APOBEC3G blk = inhibitors of Vif-APOBEC3G interaction; Q9HC16; HeLa A3G-eYFP + Vif (tagged APOBEC3G with the HIV-1 protein that degrades it), YFP fluorescence, overnight; Potency, µM (top dose mostly 46.1 µM), for the others: at the top dose activity, negative = active, actives largely listed as inhibitors; 410,000 compounds, 0.076% hits; AID 602310;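 further: potency means the concentration at half of the fitted maximal effect; on the % scale 0 is the no-effect control and ±100 the full control effect; nearly all actives have a fitted effect of over 60% in size; hits raise eYFP signal because A3G escapes Vif-driven loss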
#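 HeLa cells stably expressing Vif and C-terminally eYFP-tagged A3G, seeded overnight at 37 deg C, then exposed to compound by pintool overnight at 37 deg C. Rise in yellow fluorescence (Ex 488/Em 500-530, Acumen) marks blocked Vif-driven A3G degradation.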
# Vif-APOBEC3F blk = blocks the Vif interaction with APOBEC3F. HeLa A3F-eYFP + Vif (tagged APOBEC3F with the HIV-1 protein that degrades it), YFP fluorescence increase. Potency, µM (series often up to 46.1 µM), for inactives: top-dose activity, negative = active. 390,000 compounds, 0.2% hits; further: potency means the concentration at half of the fitted maximal effect; % of control where 0% means no effect; nearly all actives have a fitted effect of over 65% in size
#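 HeLa cells stably expressing Vif plus C-terminally eYFP-tagged A3F were seeded, incubated overnight at 37 deg C, dosed with compound, incubated overnight again at 37 deg C. Yellow fluorescence (Ex 488/Em 500-530) reported blocked Vif-mediated A3F-eYFP degradation.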
# RXFP1 agonist = RXFP1 (human) receptor agonism; Q9HBX9; 370,000 compounds, 0.3% hits; Potency, µM (highest dose often 57.5 µM), inactives show top-dose activation, hits mostly activators; HEK293T-RXFP1 cAMP TR-FRET, 30 min; response scale: percent of porcine relaxin response, buffer zero; further: potency means the concentration at half of the fitted maximal effect; on the % scale 0 is the no-effect control and ±100 the full control effect; nearly all actives have a fitted effect of over 60% in size; many of its hits are not listed in these tables
#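 HEK293T cells stably expressing RXFP1 were pretreated with the PDE4 inhibitor Ro 20174, exposed to compounds for 30 min at 37C, lysed, and cAMP was read by TR-FRET. Data normalized to buffer (basal) and 29 nM porcine relaxin (100%).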
# TrxR1 substrate = is turned over as a substrate by rat TrxR1 | Potency, µM (series often up to 114 µM), without a hit: at the top dose activity change, negative = substrate turnover | purified TrxR1 substrate turnover, NADPH consumption readout | O89049 | 390,000 compounds, 0.01% hits; further: potency means the concentration at half of the fitted maximal effect; on the % scale 0 is the no-effect control and ±100 the full control effect; nearly all actives have a fitted effect of over 50% in size
#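 Rat TrxR1, dispensed at 90 nM, was prereduced with 400 uM NADPH (final) for 5 min at ~22 deg C, then incubated with compound 15 min before 400 uM selenite. A first-read NADPH fluorescence drop versus no-compound background flagged substrates.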
# LDHA inh = LDHA (human) enzyme inhibition; purified LDHA, NADH/diaphorase-resazurin fluorescence; active compounds read low; activity change, % (values are at about 110 or 230 µM); AID 1347041; P00338; 480,000 compounds, 0.15% hits; in the data active means activity change below about -30%; inconclusive means mostly about -25% to -30%;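 further: plate controls were DMSO wells for no effect and wells without enzyme for full effect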
#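 LDH5 2 nM; NADH 0.06 mM, pyruvate 0.2 mM; 200 mM Tris pH 7.4, EDTA, Tween-20; 5 min RT. Detection: diaphorase 0.133 mg/mL + resazurin 37 µM, fluorescence ex540/em590 at 0 and 20 min; normalized to enzyme-free and DMSO wells.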
# USP1 inh = inhibitors of human USP1/UAF1 deubiquitinase; O94782; recombinant USP1/UAF1, Ub-Rhodamine cleavage fluorescence; Potency, µM (titrated, usually from 57.1 µM), inactives show at the highest dose activity change, negative = inhibition, actives largely listed as inhibitors; 390,000 compounds, 0.23% hits; AID 743255; further: potency means the concentration at half of the fitted maximal effect; on the % scale 0 is the no-effect control and ±100 the full control effect; nearly all actives have a fitted effect of over 60% in size; inactives centre near -12
# Target sequence (O94782 whole entry, looked up): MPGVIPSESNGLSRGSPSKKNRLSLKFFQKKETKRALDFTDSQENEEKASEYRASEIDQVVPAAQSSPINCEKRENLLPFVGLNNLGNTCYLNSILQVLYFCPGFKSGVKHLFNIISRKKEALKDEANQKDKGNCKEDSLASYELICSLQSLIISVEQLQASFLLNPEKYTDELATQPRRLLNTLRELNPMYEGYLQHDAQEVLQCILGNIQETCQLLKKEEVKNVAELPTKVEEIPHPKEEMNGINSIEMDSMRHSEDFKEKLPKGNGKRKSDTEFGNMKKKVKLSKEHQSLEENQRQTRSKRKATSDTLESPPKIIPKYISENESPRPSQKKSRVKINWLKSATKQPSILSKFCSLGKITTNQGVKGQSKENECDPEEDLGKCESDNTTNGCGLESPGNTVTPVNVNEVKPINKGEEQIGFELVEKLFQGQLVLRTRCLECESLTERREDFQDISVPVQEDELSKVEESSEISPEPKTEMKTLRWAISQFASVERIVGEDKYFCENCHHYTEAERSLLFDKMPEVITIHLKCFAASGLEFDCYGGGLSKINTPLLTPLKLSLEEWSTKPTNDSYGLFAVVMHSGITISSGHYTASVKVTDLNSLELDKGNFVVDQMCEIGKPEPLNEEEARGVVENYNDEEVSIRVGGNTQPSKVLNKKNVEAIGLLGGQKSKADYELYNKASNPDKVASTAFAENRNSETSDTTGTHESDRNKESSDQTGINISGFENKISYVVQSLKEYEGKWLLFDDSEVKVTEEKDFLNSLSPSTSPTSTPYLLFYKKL
#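 1 nM enzyme complex + cpd, 15 min RT; start with Ub-Rho 150nM final; kinetic fluorescence ex 480/em 540, 6 reads q60 s. Buffer 50mM HEPES pH 7.8, 0.5mM EDTA, 0.1 mg/ml BSA, 1mM TCEP, 0.01% Tween-20.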
# PI4K2A inh = blocks human PI4K2A kinase activity. Q9BTU6. purified PI4K2A, ADP-Glo luminescence, 1 h; active compounds read low. activity change, negative = inhibition, % at 76.9 µM. 420,000 compounds, 0.13% hits. AID 1346378; in the data active means activity change below about -50%; inconclusive means mostly about -30% to -49%;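 further: -100% = wells without enzyme as full effect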
#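 ADP-Glo luminescence measured ADP generated by PI4K2A enzyme (4 ug/mL before mixing) with 1.2 mM PI substrate (pre-mix) and 300 microM ATP (pre-mix). Tris pH7.5 buffer with MgCl2, Triton X-100; 1 h reaction at ambient temperature.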
# mIDH1 inhibitor = inhibitors of human mutant IDH1 R132H. IDH1-R132H enzyme, NADPH consumption, diaphorase/resazurin fluorescence. Potency, µM (top dose mostly 76.6 µM), inactives show top-dose activity change, negative = inhibition, usual class: inhibitors. O75874. 390,000 compounds, 0.093% hits; further: potency means the concentration at half of the fitted maximal effect; on the % scale 0 is the no-effect control and ±100 the full control effect; nearly all actives have a fitted effect of over 65% in size
#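 IDH1-R132H (0.5 ug/mL dispensed) in pH 7.5 Tris buffer was preincubated 30 min with compound, then given a substrate mix of 0.016 mM NADPH and 2 mM alpha-KG for 80 min at room temperature; remaining NADPH was read by diaphorase/resazurin fluorescence.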
# Numbers without * were called inactive; ? = inconclusive; . = not tested or not shown; & = joins results of further samples; [ ] = another dose, or the depositor's remark. Unless noted, the call rests on the fitted dose curve; in most records, active means well fitted curve in the direction sought with a large enough effect; inconclusive means small, poorly fitted or top-dose-only effect, or another doubt; inactive means no such curve, though single readings can be large; an effect the other way counts as inactive or inconclusive. The list is partial; rates above refer to the full screens.
canonical_smiles	Glioma ERSR ind	Vif-APOBEC3G blk	Vif-APOBEC3F blk	RXFP1 agonist	TrxR1 substrate	LDHA inh	USP1 inh	PI4K2A inh	mIDH1 inhibitor
Cc1csc(=O)n1CC(=O)OCC(=O)Nc1ccccc1C(C)C	-3%	-18%	4%	2.8%	5%	0	-23%	5	-7%
Cc1cccc(NC(=O)CSCC(=O)OCc2ccccn2)c1	-1%	-4%	-18%	0.8%	0%[57.1 µM]	-5	-8%	0	-6%
Cc1cc(C)cc(OCC(=O)OC/C(O)=C(\C#N)c2nc3ccccc3[nH]2)c1	0%	-18%	-13%	11%	1%	4	-5%	-5	-2%
Cc1cc(-c2ccncc2)n2ncc(-c3ccccc3)c2n1	-5%	4%	.	.	.	-4	.	-3	.
CSc1ncccc1C(=O)NCc1ccc(C)cc1	-1%	2%	-4%	3.2%	-12%	-3	-8%	3	2%
COc1ccc(C2(c3ccc(OC)cc3)NC(=O)N(CC(=O)NC3(C#N)CCCC3)C2=O)cc1	-4%	-2%	1%	-1.7%	-7%	-3	-19%	0	-1%
CC(C)N(Cc1cnn(C)c1)C(=O)c1ccc(OC2CCN(Cc3ccccn3)CC2)cc1	1%	1%	-7%	0.0%	7%	-2	-13%	-2	0%
Cc1nc2c(-c3ccccc3)c[nH]n2c(=O)c1Cc1ccccc1	8%	0%	3%	5.5%	13%	1	-18%	0	4%
COn1c(SCc2ccc(C)cc2C)nc2ccccc2c1=O	-3%	-9%	1%	0.8%	-6%	5	?	-7	1%
Cc1ccc(-c2cc(N)on2)cc1	2%	-1%	0%	0.3%	-6%	-3	-18%	-2	0%
CC1(c2ccc(Cl)cc2Cl)NC(=O)N(CC(=O)NC2CCCCC2)C1=O (stereo not drawn)	-4%	0%	-25%	0.0%	1%	-13	0%	4	-3%
COc1ccc(C2CC(=O)C=C(NCc3ccccc3)C2)cc1 (stereo not drawn)	0%	-27%	-12%	-3.4%	1%[57.1 µM]	2	-3%	1	6%
CSCCCN1CCC(n2nccc2NC(=O)CCCc2ccccc2)CC1	-6%	-4%	5%	0.7%	15%	4	-11%	-2	1%
O=C(O)C1CCCN1S(=O)(=O)c1cccc(S(=O)(=O)N2CCCC2C(=O)O)c1 (stereo not drawn)	-4%	4%	0%	0.3%	-4%	-4	-25%	5	4%
CNC(=S)N/N=C/c1ccccc1OCC(=O)O	-2%	2%	1%	6.0%	-3%	-10	-2%	5	-3%
CCOc1ncccc1C(=O)OCC(=O)NCc1ccc(C(=O)OC)cc1	1%	1%	8%	.	-5%	-3	-15%	3	-2%
CC(C)CCn1c(Oc2ccc(Cl)cc2)nc2c1c(=O)n(C)c(=O)n2C	-4%	1%	5%	-0.4%	11%[57.1 µM]	-2&5	-3%	5	-4%
COc1ccc2c(c1)CC[C@@H]1[C@@H]2CC[C@]2(C)[C@@H](C(=O)O)C[C@@H]12	2%	0%	3%	0.5%	9%[57.1 µM]	2	-29%	-3	-9%
CCOc1nc2ccccc2cc1C=O	-7%	-2%	1%	2.2%	9%[57.1 µM]	-3	-7%	1	1%
Cc1ccc(C)c(OCCSc2nnc(C)c(=O)[nH]2)c1	0%	-4%	-1%	1.0%	10%[57.1 µM]	-4	-12%	-21	13%
Cc1ccc(OCc2cnc(Cl)s2)c(C)c1	3%	1%	-15%	0.6%	-2%	-3	-22%	0	12%
Cc1cc(=O)oc(C)c1C(=O)Nc1ccc2ncccc2c1	-4%	?	-6%	4.1%	8%	9	?	-1	12%
O=C(Nc1ccc(Cl)cc1)/C(=C1\CCCN1)[N+](=O)[O-]	6%	1%	2%	1.0%	8%	1	-10%	3	7%
Cc1cccc(C)c1OCc1cc(C(=O)N(Cc2c(C)nn(C)c2C)C2CC2)no1	-2%	4%	-5%	-0.5%	-12%	-4	-20%	7	15%
Cc1ccc(NCc2nc3ccccc3n2C)cc1	-7%	-2%	11%	0.7%	11%[57.1 µM]	2	-10%	-7	1%
O=C1COc2ccc(C(=O)COC(=O)Cc3ccc(F)cc3)cc2N1	-4%	-6%	-5%	0.1%	12%[57.1 µM]	-14	-6%	-9	0%
CCOC(=O)N1CCN(Cc2nnc(-c3cccc(Br)c3)o2)CC1	2%	0%	0%	2.2%	-4%	-3	-14%	2	30%
COc1ccc(N(CC(=O)NCCSc2ccc(C)cc2)S(=O)(=O)c2ccccc2)c(OC)c1	-3%	-1%	-1%	0.0%	-4%	-1	-23%	-4	0%
CN1CC(=O)N(CC(=O)Nc2cccc(C#N)c2)c2ccccc2C1=O	-2%	2%	2%	0.4%	-9%[57.1 µM]	-1	-22%	-1	24%
CCC(=O)NC(c1ccco1)c1cc(Cl)c2cccnc2c1O (stereo not drawn)	-2%	-22%	?	-0.6%	-2%[57.1 µM]	9&16	-14%	-5	-2%

canonical_smiles	Glioma ERSR ind	Vif-APOBEC3G blk	Vif-APOBEC3F blk	RXFP1 agonist	TrxR1 substrate	LDHA inh	USP1 inh	PI4K2A inh	mIDH1 inhibitor
O=C(/C=C\c1ccco1)Oc1cccc2cccnc12	4%	0%	1%	1.1%	-9%[57.1 µM]	11	1%	-13	10%
CCn1ccc(C(=O)Oc2ccc(C(C)C)cc2)n1	3%	0%	-4%	0.6%	-2%	-2	-15%	1	13%
CCSc1nnc(-c2cccnc2)n1-c1ccc(C)c(Cl)c1	-1%	2%	-3%	0.4%	-2%	-9	-7%	-1	-1%
COCCCn1cnnc1SCc1nc2sc(C(C)=O)c(C)c2c(=O)[nH]1	-1%	-7%	-6%	7.5%	4%	-1	-5%	1	2%
O=C(CCn1nc(-c2ccc(Cl)cc2)ccc1=O)NCCCN1CCCCCC1	-4%	5%	1%	0.1%	-1%	-5	-16%	-5	2%
Cc1nc2c(c(C)nn2-c2ccccc2)c(C)c1CCC(=O)Nc1ccccc1	-3%	1%	-12%	-0.4%	0%	-2	-17%[11.4 µM]	3	-1%
O=C(N/N=C/c1ccc([N+](=O)[O-])cc1)c1cnccn1	2%	1%	0%	0.0%	3%[57.1 µM]	0	-8%	-3	3%
C1=C(CCNCC2CC2)CCCC1	-1%	1%	-4%	0.5%	6%[57.1 µM]	-8	-19%	5	5%
CN(C)S(=O)(=O)c1cccc(NC(=O)CN2C(=O)NC3(CCc4ccccc4C3)C2=O)c1 (stereo not drawn)	-4%	-2%	9%	-1.1%	-1%	-2	-22%	3	5%
CCCCn1c(CNC(=O)c2cccs2)nc2ccccc21	-3%	6%	9%	-1.9%	-3%[57.1 µM]	-3	-9%	-1	13%
O=C(Cn1nnc(-c2ccc(F)cc2)n1)Nc1ccc2c(c1)OCCO2	6%	-1%	17%	2.2%	5%[57.1 µM]	-7	-7%	-21	-2%
COc1cccc(NC(=O)c2sc(-n3nc(C)c(Cc4ccccc4Cl)c3C)nc2C)c1	-4%	5%	0%	?	0%	-2	-27%	1	9%
CC(=O)N(c1cccc(Br)c1)C1C=CS(=O)(=O)C1 (stereo not drawn)	-5%	3%	-1%	1.8%	4%	-5	11%	5	0%
Clc1ccc(-n2ncc3c(NCc4ccccn4)ncnc32)cc1	5%	-10%	11%	2.2%	8%[57.1 µM]	-3	-9%	-1	-3%
COc1cc(NC(=O)c2cnn3c(C)cc(C)nc23)c(OC)cc1Cl	-2%	?	4%	0.2%	-7%	-3	-1%	0	-2%
Cc1ccc(CN2CC(C(=O)Nc3nnc(SCc4c(Cl)cccc4Cl)s3)CC2=O)cc1 (stereo not drawn)	-6%	0%	-2%	-0.6%	-6%	-4	-9%	2	0%
COCC(=O)Nc1ccc2c(c1)OCC(=O)N2Cc1ccccc1F	-4%	-7%	0%	-0.2%	3%	1	-18%	2	4%
CN(c1ccc(C(=O)NCCCn2ccnc2)cc1)S(C)(=O)=O	-1%	6%	3%	-0.3%	2%	0	-12%	6	0%
Cc1cccc(Cn2c(SCC(=O)Nc3ccccc3)nc3c2c(=O)[nH]c(=O)n3C)c1	-1%	-13%	-8%	2.2%	1%[57.1 µM]	-14	-19%	-1	-14%
O=C1N=c2ccccc2=C1c1c(O)[nH]c2c(C(F)(F)F)cccc12	-2%	1%	12%	0.1%	7%[57.1 µM]	1	-2%	0	4%
Cn1ccc2c(-c3ccc(CO)cc3)cc3c(c21)C1CCC3O1 (stereo not drawn)	1%	-4%	.	.	.	-2	.	-3	.
O=C(/C=C/c1ccc(Cl)c([N+](=O)[O-])c1)c1cccnc1	3%	1%	-9%	1.0%	5%	0	-11%	10	-7%
CCC(C)NC(=O)COC(=O)c1csc2c1CCCC2 (stereo not drawn)	-1%	-3%	-10%	-0.7%	0%	0	4%	-6	1%
Cc1ccc(NC(=O)CCNC(=O)c2ccccc2Cl)cc1S(=O)(=O)N(C)C	-6%	0%	-19%	-0.3%	1%	-1	-11%	-4	1%
CN(Cc1nc2ccccc2[nH]1)Cc1nc(CC2CC2)no1	7%	1%	-10%	1.7%	4%	1	-8%	-5	-4%
CCOc1nc(-c2ccccc2)ccc1-c1noc(-c2ccco2)n1	-8%	-9%	4%	2.5%	19%[57.1 µM]	-8	-4%	3	-2%
COc1ccc2[nH]c(C)cc(=O)c2c1	-3%	0%	2%	0.2%	24%	-2	-9%	0	0%

# Screening results (PubChem)
